Arrestin-AP2 inh = blocks beta-arrestin peptide binding to AP2 adaptin; inhibition, % at 10 µM; actives 0.31% (n = 340,000); FITC-arrestin peptide / GST-AP2 beads, flow cytometry; AP2 beta2 appendage carries R879A mutation;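 active = inhibition above a set limit, near 3 SD of compounds lacking own fluorescence, cut at about 54% in these data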;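 note: plate controls were DMSO wells for no effect and 5 µM unlabelled arrestin peptide for full effect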
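Material – GST-tagged AP2 beta2-adaptin appendage (R879A) on 4 µm glutathione beads · Probe or stimulus – fluorescein-tagged arrestin peptide at 50 nM final · Timing – 12 min plus 1 h, RT · Detection – bead flow cytometry, FITC channel · Read-out basis – inhibition as reduced fluorescein signal on beads, percent · Medium – PBS plus Tween 20 (0.05%) and BSA (0.1%)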
V-ATPase pHluor = alters yeast V-ATPase proton transport; S. cerevisiae, pHLuorin cytosolic pH fluorescence; response, % at 10 µM; actives 0.37% (n = 350,000); in the data active = response mostly above about 7.3%, no sharp cut-off; inactive = mostly below about 5.4%; note: actives read high; inactives centre near 0; some compounds called inactive have numbers as strong as hits
CAL PDZ FP-1 = blocks peptide binding to human CAL PDZ domain. purified CAL PDZ, TMR-peptide fluorescence polarization, 1 h. Q9HD26. actives 0.02% (n = 330,000). AID 504414. inhibition, % at 20 µM;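 active = highest replicate inhibition of at least 40%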;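 note: plate controls were DMSO neutral control wells for no effect and unlabeled competitor peptide control wells for full effect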
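Material – purified CerCALP PDZ construct · Detection – FP readout, S and P plane fluorescence · Measure – percent inhibition from loss of millipolarization · Controls – unlabelled peptide for full inhibition, DMSO wells as neutral · Probe or stimulus – TMR-labelled reporter peptide T*-PRC34 bound in PDZ groove · Times – 1 h at RT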
DSG3 Ab inh = blocks pemphigus antibody binding to human desmoglein-3. binding (percent of control), % at 10 µM. actives 0.48% (n = 310,000). DSG3-coupled beads, scFv-anti-DSG3-GFP binding, flow cytometry; hits give low values. P32926;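 active = binding more than 3 SD below its plate's average and above zero; inconclusive = below that plate limit but binding exactly zero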;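 note: hits lower antibody fragment binding to DSG3; some compounds called inactive have numbers as strong as hits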
DAGLB inhibitor = diacylglycerol lipase beta (human) inhibition. Q8NCG7. HEK293T DAGLB membrane lysate, EnzChek fluorogenic substrate. inhibition, % at 5.17 µM. actives 0.059% (n = 340,000). AID 504411; in the data active = inhibition above about 34%;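 note: 0% = enzyme with vehicle and 100% = wells lacking enzyme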
NSD2 HMT inh = blocks human histone methyltransferase NSD2 | inhibition, % at 12.5 µM | actives 0.54% (n = 310,000) | O96028 | NSD2 peptide methylation, AlphaScreen, 120 min; in the data active = inhibition above about 50%
Target sequence (O96028 whole entry, looked up): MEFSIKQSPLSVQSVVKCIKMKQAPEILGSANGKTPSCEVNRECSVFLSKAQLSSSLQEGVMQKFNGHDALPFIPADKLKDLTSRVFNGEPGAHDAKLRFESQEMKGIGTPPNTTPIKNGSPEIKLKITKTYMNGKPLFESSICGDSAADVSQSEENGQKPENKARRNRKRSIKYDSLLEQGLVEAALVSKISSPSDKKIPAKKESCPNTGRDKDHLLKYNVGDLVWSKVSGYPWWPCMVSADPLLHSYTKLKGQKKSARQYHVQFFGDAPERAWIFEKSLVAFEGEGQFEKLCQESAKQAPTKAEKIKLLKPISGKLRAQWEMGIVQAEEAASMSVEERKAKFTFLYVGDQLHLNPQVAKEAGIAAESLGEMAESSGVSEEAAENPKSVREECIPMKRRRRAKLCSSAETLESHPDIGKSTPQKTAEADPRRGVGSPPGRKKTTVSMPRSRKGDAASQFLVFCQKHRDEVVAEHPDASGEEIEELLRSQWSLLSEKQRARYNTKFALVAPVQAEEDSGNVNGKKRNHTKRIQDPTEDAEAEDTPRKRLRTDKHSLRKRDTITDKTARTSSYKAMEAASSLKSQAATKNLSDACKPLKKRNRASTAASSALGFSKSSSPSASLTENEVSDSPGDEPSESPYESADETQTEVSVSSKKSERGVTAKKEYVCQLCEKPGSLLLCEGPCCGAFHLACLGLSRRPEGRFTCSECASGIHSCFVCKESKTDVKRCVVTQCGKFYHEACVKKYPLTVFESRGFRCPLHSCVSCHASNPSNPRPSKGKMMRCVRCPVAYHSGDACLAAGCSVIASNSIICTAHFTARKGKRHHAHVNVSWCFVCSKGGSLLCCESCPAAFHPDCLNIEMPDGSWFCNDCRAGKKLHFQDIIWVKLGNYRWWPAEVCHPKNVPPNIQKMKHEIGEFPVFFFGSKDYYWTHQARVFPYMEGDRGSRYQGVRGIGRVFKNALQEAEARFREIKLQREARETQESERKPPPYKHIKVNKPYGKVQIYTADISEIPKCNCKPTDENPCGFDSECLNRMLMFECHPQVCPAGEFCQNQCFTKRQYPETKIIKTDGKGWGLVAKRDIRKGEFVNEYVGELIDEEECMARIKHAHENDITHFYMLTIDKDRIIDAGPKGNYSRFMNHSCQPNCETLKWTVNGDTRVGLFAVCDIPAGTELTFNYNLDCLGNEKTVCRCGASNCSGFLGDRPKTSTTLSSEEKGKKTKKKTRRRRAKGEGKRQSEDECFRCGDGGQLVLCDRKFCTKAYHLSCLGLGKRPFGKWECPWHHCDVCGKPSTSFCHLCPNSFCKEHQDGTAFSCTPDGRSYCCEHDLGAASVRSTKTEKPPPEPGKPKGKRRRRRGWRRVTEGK
LANA DNA inh = blocks KSHV LANA C-terminal domain binding to DNA | MBP-C-LANA/FAM-LBS DNA binding, fluorescence polarization | inhibition, % at 9 µM | actives 0.078% (n = 340,000) | AID 504423;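 active = highest replicate inhibition at or above 60% at 9 µM, even if other replicates fall short; inactive = all replicates below 60% inhibition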;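 note: 0% = neutral control wells and 100% = 4 µM acridine orange control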
CAL PDZ FP-2 = inhibitors of human CAL PDZ peptide binding; purified CAL PDZ, TMR-peptide fluorescence polarization, 1 h; inhibition, % at 24.9 µM; actives 0.92% (n = 300,000); Q9HD26; AID 602252;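 active = mean inhibition of at least 30% with at least half of replicates also reaching 30%; inconclusive = no clear call, values can overlap the other calls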;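 note: 0% = DMSO neutral control and 100% = excess unlabeled competitor peptide PRC23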
Cardiac RTF inh = cardiac RTF calcium desensitization | AID 493244 | IANBD-labeled cardiac RTF, Ca2+ fluorescence | actives 0.12% (n = 340,000) | inhibition, % at 7.15 µM;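 active = inhibition above the mean inhibition of all tested compounds plus 3 SD, cut at about 17% in these data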;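 note: assay run at fixed EC70 calcium of 1.6 mM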
Keap1-Nrf2 PPI = disrupts human Keap1 binding to Nrf2 peptide. Q14145. actives 0.15% (n = 340,000). inhibition, % at 9.4 µM. Keap1 Kelch-Nrf2 peptide fluorescence polarization, 1536-well; in the data active = inhibition above about 12%; inconclusive = no clear call, values can overlap the other calls; inactive = below about 7.3%;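 note: human Keap1 Kelch domain with fluorescein labeled Nrf2 9mer peptide probe; 0% = neutral control wells and 100% = peptide positive control; higher means more block of Keap1 binding to Nrf2 peptide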
Starred values were filed as active, the others as inactive; u = inconclusive; x = not tested or not shown. Some of the compounds tested; the hit share may differ from the screen's.

SMILES	Arrestin-AP2 inh	V-ATPase pHluor	CAL PDZ FP-1	DSG3 Ab inh	DAGLB inhibitor	NSD2 HMT inh	LANA DNA inh	CAL PDZ FP-2	Cardiac RTF inh	Keap1-Nrf2 PPI
COc1ccc(NC(=S)Nc2ncccc2C)c(OC)c1	-1	5	-0.5	94	-5	10	0.1	-1	1	-3
O=C(O)c1cccc(NC(=O)c2ccccc2)c1	-9	-2	0.5	96	1	-12	-1.3	-1	-9	2
Cc1ccc(NC(=O)c2cncc(Br)c2)nc1	11	4	-2.7	106	-5	-2	0.1	-1	-4	-2
CC(C)c1ccc(NC(=S)N2CCN(S(=O)(=O)c3ccccc3)CC2)cc1	-2	-1	-1.6	123	-1	3	-3.5	-3	-5	0
Cc1ccc(NC(=O)CSCc2nc3c(nnn3Cc3ccc(F)cc3)c(=O)[nH]2)c(C)c1	-42	0	0.5	95	-2	0	-0.9	2	-4	u
O=C(Cc1cccs1)Nc1nnc(SCc2ccc(F)cc2)s1	0	3	-0.6	100	1	1	-1.4	3	-7	2
C=C1CCC[C@]2(C)C[C@H]3OC(=O)C(CN(Cc4ccc(OC)c(OC)c4)CC(C)O)[C@H]3CC12 (some centres not stated)	30	0	0.3	118	-3	0	-4.7	-2	-1	-4
CC(C)(C)[C@@H]1COC(=O)[C@@H](NC(=O)OCC2c3ccccc3-c3ccccc32)C/C=C\C[C@@H](CC(=O)NCCO)C(=O)N1	0	-4	-0.3	99	-5	x	0.7	-8	-2	-3
Cc1cc(C)n2nc3nc4c(cc3c2n1)CCCC4	6	-1	-1.5	104	-5	2	2.1	-1	-53	-2
Cc1ccc2c(CC(=O)NNC(=O)c3ccccc3O)coc2c1	6	-5	-2.0	99	7	3	1.6	1	-9	3
Cc1cc(=O)oc2cc(OCC(=O)Nc3ccc(CN4CCOCC4)cc3)ccc12	-8	7	-2.3	x	3	-2	0.9	7	0	-5
CCN1CCN(C(=O)CCN2C(=O)COc3ccc(C)cc32)CC1	7	-2	-1.3	x	-2	0	-0.4	-3	-3	0
O=C(Nc1ccc(Cl)c(C(F)(F)F)c1)c1ccco1	5	8	-0.7	105	-4	-4	-1.6	-4	-2	-5
COc1ccc(S(=O)(=O)N2CCN(C)CC2)cn1	2	1	-0.9	x	1	0	-0.1	-3	-3	-2
COc1ccc(-c2cc(C(F)(F)F)n3ncc(C(=O)N4CCCCC4c4cccnc4)c3n2)cc1 (configuration not stated)	-12	-2	-1.1	119	-2	-4	1.0	1	-3	-3
Cc1cc(C(=O)OCC(=O)N2CC(C)CC(C)C2)c(C)o1 (configuration not stated)	0	7	-1.7	x	0	0	0.1	x	-6	1
O=S(=O)(NCC(Nc1ccc(Cl)cc1)c1ccccc1)c1ccccc1 (configuration not stated)	-13	-2	1.1	105	-4	5	0.3	12	-7	4
COc1ccc(NS(=O)(=O)c2cccc(C(=O)N3CCN(C/C=C/c4ccccc4)CC3)c2)cc1	x	0	x	105	1	2	x	x	x	x
Cc1ccc(NC(=O)Cn2nnc3ccccc3c2=O)cc1C	-6	2	0.1	115	1	0	2.6	2	18*	5
CCN(C(=O)c1sc(N)c(C#N)c1C)C1CCCCC1	5	-2	-0.4	102	1	1	-1.0	1	-8	-2
Cc1noc(C)c1S(=O)(=O)N(CC(=O)NC1CCCC1)c1ccc(C(C)C)cc1	-21	-2	-2.8	99	-4	-2	0.0	-3	2	2
COc1ccc(/C(C)=N\Nc2nc(-c3ccccc3)cc(=O)[nH]2)cc1	2	3	0.3	102	-1	-2	2.9	-9	4	2
COC1CCN(Cc2cn(Cc3ccccc3)nc2-c2cc3ccccc3o2)CC1	3	-3	-0.8	108	-1	-2	-0.2	-5	2	-2
Cc1nonc1NC(=O)N1CCCC1	-6	-3	x	102	1	6	-0.2	-4	-1	-3
CCCc1nc2ccccc2c(=O)n1/N=C/c1ccc(O)c(O)c1	34	5	0.1	102	10	9	1.2	-4	-3	0
Cc1cc(C(=O)Nc2cccc3c2O[C@@H](CN(C)S(C)(=O)=O)[C@H](C)CN([C@@H](C)CO)C3=O)n(C)n1	2	-10	-0.1	94	-3	x	0.6	-1	-1	-4
CC(c1ccccc1)n1c(Br)nc2c1c(=O)[nH]c(=O)n2C (configuration not stated)	-4	1	-1.4	107	1	-3	0.3	3	-6	-1
CC(C)(O)[C@H](O)COc1c2ccoc2cc2oc(=O)ccc12	22	-3	0.3	98	-4	x	-0.6	-4	-4	-3
CCN1C[C@@H]2[C@@H]3C(=O)N(C)C(=O)[C@@H]3[C@](Cc3ccccc3)(C1=O)N2C(=O)c1ccc(F)cc1	9	-2	-1.0	99	5	x	1.3	-1	-14	-2
NS(=O)(=O)c1ccc(N=Nc2c(=O)[nH]n3c(=O)c4c([nH]c23)CCCC4)cc1	1	1	1.5	100	8	17	-2.0	6	11	-3
CCOC(=O)COc1ccc(S(=O)(=O)N2CCN(c3ccccc3F)CC2)cc1	18	2	-2.8	88	30	0	-1.5	-1	-1	1
COc1ccccc1Nc1ccc2nonc2c1[N+](=O)[O-]	3	-2	0.3	105	3	1	0.8	-3	-2	-2
COc1ccc(-n2nc(C(=O)NCC(=O)N3CCN(Cc4ccccc4)CC3)c3ccccc3c2=O)cc1OC	4	-1	-2.8	x	-1	-7	-1.0	x	-6	-1
O=C(c1ccc(Br)o1)N1CC=C(c2ccccc2)CC1	1	0	0.5	101	-7	2	-1.3	-3	3	-5
COc1ccc([C@]2(C(C)C)ON(c3ccccc3C(F)(F)F)C2=O)cc1	6	0	-0.9	109	-10	x	3.8	-2	-2	4
CC1CN(C(=O)c2cccc(NS(=O)(=O)c3ccc(Br)cc3)c2)CC(C)O1 (configuration not stated)	x	1	x	101	-3	1	x	x	x	x
CCOC(=O)c1ccc(NC(=S)NNC(C)(C)C)cc1	1	4	0.5	96	x	0	0.8	x	x	-2
Cc1cccc(N(CC(=O)Nc2ccc(-c3nc4ccc(C)cc4s3)cc2)S(C)(=O)=O)c1	0	3	-0.7	103	-2	3	-1.0	-1	8	-3
COc1cccc(OC)c1-c1nn2c(-c3ccccc3Cl)nnc2s1	2	5	-9.0	98	-1	3	1.7	-4	-5	-10
COc1ccc(NC(=O)C2C3C=CC(C3)C2C(=O)NCc2ccco2)c(OC)c1 (configuration not stated)	1	4	1.2	99	-2	2	-0.7	-5	-3	3
CC(=O)Nc1nc2cc3c(cc2s1)OCCO3	16	6	0.7	98	1	x	0.5	-2	-3	-3
FC(F)(F)c1cccc(-c2cc(C3CCNCC3)[nH]n2)c1	6	3	-1.1	103	2	9	-1.1	-3	-5	-2
Nc1c(N=Nc2cccc(Cl)c2)c(=O)[nH]n1-c1ccccc1	-46	3	1.2	94	5	3	0.3	-5	9	2
CCCc1oc2c(c(=O)c1CC)C(=O)CC(C)(C)C2	-9	-2	-0.6	x	1	-1	-0.6	-1	-7	-6
Oc1ccc2ccccc2c1C=NC12CN3CCN(CN(C3)C1)C2	8	5	-0.4	107	2	113*	1.1	0	-2	-8
COc1ccc(Cl)cc1-c1nc(-c2ccc(NC(=O)c3cccs3)cc2)no1	1	0	-2.5	98	-5	x	1.2	0	-6	-1
CCN(CC)C(=O)c1cccc2c1C(=O)c1ccccc1-2	17	4	-0.5	103	0	-4	0.2	6	7	2
CC1CN(C(=O)c2ccccc2NS(=O)(=O)c2ccc(Cl)cc2)CC(C)O1 (configuration not stated)	-15	0	0.2	91	-2	0	2.5	-2	-1	1
CCOC(=O)CSc1nc2cc(C(=O)N3CCC(C(N)=O)CC3)ccc2c(=O)n1-c1ccccc1	37	0	-2.6	x	2	x	-1.2	2	-2	8
COc1ccc(CCNC(=O)[C@@H](NC(=O)N2CC(=O)Nc3ccccc32)C(C)C)cc1OC	2	1	-1.2	95	0	-1	1.9	6	-3	-4
CN(CC(=O)NCCc1ccccc1)Cc1ccco1	-11	-3	-2.3	x	0	6	1.1	-2	-8	-4
CCOc1ccc(C(=O)CCN2CCCCCC2)cc1	21	-3	-0.3	105	0	0	2.8	1	11	-7

Full records from above:
Profile of CCOC(=O)c1ccc(NC(=S)NNC(C)(C)C)cc1 : Arrestin-AP2 inh = 1; V-ATPase pHluor = 4; CAL PDZ FP-1 = 0.5; DSG3 Ab inh = 96; DAGLB inhibitor = x; NSD2 HMT inh = 0; LANA DNA inh = 0.8; CAL PDZ FP-2 = x; Cardiac RTF inh = x; Keap1-Nrf2 PPI = -2
Profile of COc1ccc([C@]2(C(C)C)ON(c3ccccc3C(F)(F)F)C2=O)cc1 : Arrestin-AP2 inh = 6; V-ATPase pHluor = 0; CAL PDZ FP-1 = -0.9; DSG3 Ab inh = 109; DAGLB inhibitor = -10; NSD2 HMT inh = x; LANA DNA inh = 3.8; CAL PDZ FP-2 = -2; Cardiac RTF inh = -2; Keap1-Nrf2 PPI = 4

Reformatted in CSV form: five of the compounds above
structure,Arrestin-AP2 inh,V-ATPase pHluor,CAL PDZ FP-1,DSG3 Ab inh,DAGLB inhibitor,NSD2 HMT inh,LANA DNA inh,CAL PDZ FP-2,Cardiac RTF inh,Keap1-Nrf2 PPI
COc1ccc(Cl)cc1-c1nc(-c2ccc(NC(=O)c3cccs3)cc2)no1,1,0,-2.5,98,-5,x,1.2,0,-6,-1
CCN(CC)C(=O)c1cccc2c1C(=O)c1ccccc1-2,17,4,-0.5,103,0,-4,0.2,6,7,2
CN(CC(=O)NCCc1ccccc1)Cc1ccco1,-11,-3,-2.3,x,0,6,1.1,-2,-8,-4
CCOc1ccc(C(=O)CCN2CCCCCC2)cc1,21,-3,-0.3,105,0,0,2.8,1,11,-7
CCOC(=O)CSc1nc2cc(C(=O)N3CCC(C(N)=O)CC3)ccc2c(=O)n1-c1ccccc1,37,0,-2.6,x,2,x,-1.2,2,-2,8

From PubChem
